ERG Ets-DNA blk – blocks human ERG Ets domain binding to DNA; fluorescence polarization, His-ERG Ets domain / labelled DNA; P11308; actives 0.028% (n = 370,000); AID 624246; Potency, µM (highest dose often 76.9 µM), for the others: top-dose FP activity, negative = inhibition, actives largely listed as inhibitors; active = well fitted inhibition curve with a large enough effect in the polarisation, with a control signal flat; inconclusive = small, poorly fitted or top-dose-only effect, or effect the other way, or a change in a side signal; inactive = no such curve, though single readings can be large or run the other way; the % refers to the polarisation;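 also: polarization taken with two DNA probes labelled with fluorescein and Texas red; % of control where 0% means no effect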
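His-tagged ERG Ets domain (1 uM in the protein solution; 300mM KCl, 50mM Tris-HCl, 1mM EDTA, 1mM DTT, pH 7.5) received compound, then a probe mix of 5 nM fluorescein-DNA and 100nM Texas-615-DNA. Fluorescence polarization was read for both dyes.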
RGS4 inhibitor – human RGS4 inhibition; Transcreener GDP fluorescence polarization, RGS4-accelerated GTP hydrolysis; Potency, µM (highest dose often 114 µM), inactives show at the highest dose activity change, negative = inhibition, hits mostly inhibitors; actives 0.039% (n = 390,000); AID 504845; also: % is scaled to controls: 0 for no effect and ±100 for the full control effect; nearly all actives have a fitted effect of over 75% in size; some results filed as inactive show a strong effect at the top dose
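MLSMR compounds (23 nl, pin-transferred) preincubated 10 min at room temperature with a 500nM (2x) first reagent, then RGS4 at 900nM (2x) plus Transcreener GDP mix added; fluorescence polarization (620/688 nm) read before and after 90 min at 30 °C.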
HP1b binding inh – HP1-beta chromodomain-methylated histone interaction inhibition. actives 0.56% (n = 390,000). AlphaScreen HP1-beta / biotin-H3K9me3 peptide binding. P83916. Potency, µM (doses to about 114 µM), inactives show at the top dose activity change, negative = inhibition, most hits filed as inhibitors. AID 540317; also: nearly all actives have a fitted effect of over 70% in size; inactives centre near 23
Target sequence (P83916 whole entry, looked up): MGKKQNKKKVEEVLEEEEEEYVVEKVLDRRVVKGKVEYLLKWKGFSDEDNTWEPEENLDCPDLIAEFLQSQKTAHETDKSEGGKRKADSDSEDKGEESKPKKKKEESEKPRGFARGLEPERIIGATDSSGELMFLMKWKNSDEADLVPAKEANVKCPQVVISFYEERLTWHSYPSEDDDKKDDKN
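Compound inhibition of the preformed complex between 50 nM HP1-beta and 50 nM biotinylated H3K9me3 peptide was read by AlphaScreen. Buffer was PBS pH 7.4 with 0.01% Tween-20. Incubations ran 30 min at room temperature, with 10 ug/mL donor/acceptor beads.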
GLS inhibitor – inhibitors of human glutaminase (GLS) | GLS enzymatic activity, qHTS titration | Potency, µM (titrated, usually from 45.5 µM), without a hit: top-dose activity change, negative = inhibition, most hits filed as inhibitors | actives 0.21% (n = 410,000); also: % is scaled to controls: 0 for no effect and ±100 for the full control effect
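Read-out is an Amplex red fluorescence increase coupled through glutamate oxidase and HRP, measured before and after 30 min room-temperature incubation. hKGA is in 45 mM KH2PO4 (pH 8.2) with 0.02% Tween-20; glutamine added as 1mM solution.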
Pin1 inh – human Pin1 inhibition. Q13526. Pin1 FP peptide displacement, HiFluor488, 10 min. Potency, µM (highest dose often 115 µM), inactives show at the top dose activity, negative = inhibition, hits mostly inhibitors. actives 0.009% (n = 390,000). AID 504891; active = well fitted inhibition curve with a large enough effect in the polarisation, with a control signal flat, not every such curve was filed as active; inconclusive = small, poorly fitted or top-dose-only effect, or effect the other way, or a change in a side signal; inactive = no such curve, though single readings can be large or run the other way; the % refers to the polarisation; also: % is scaled to controls: 0 for no effect and ±100 for the full control effect
Target sequence (Q13526 whole entry, looked up): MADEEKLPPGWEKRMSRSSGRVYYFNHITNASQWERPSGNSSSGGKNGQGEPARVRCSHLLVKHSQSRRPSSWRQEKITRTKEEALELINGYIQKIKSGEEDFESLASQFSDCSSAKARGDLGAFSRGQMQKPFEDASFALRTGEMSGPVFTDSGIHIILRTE
TrxR1 inh – rat TrxR1 inhibition; O89049; recombinant rTrxR1, NADPH fluorescence consumption, selenite substrate; Potency, µM (series often up to 114 µM), without a hit: at the top dose activity change, negative = inhibition, most hits filed as inhibitors; actives 1% (n = 390,000); AID 588453; also: % is scaled to controls: 0 for no effect and ±100 for the full control effect; nearly all actives have a fitted effect of over 65% in size
Target sequence (O89049 whole entry, looked up): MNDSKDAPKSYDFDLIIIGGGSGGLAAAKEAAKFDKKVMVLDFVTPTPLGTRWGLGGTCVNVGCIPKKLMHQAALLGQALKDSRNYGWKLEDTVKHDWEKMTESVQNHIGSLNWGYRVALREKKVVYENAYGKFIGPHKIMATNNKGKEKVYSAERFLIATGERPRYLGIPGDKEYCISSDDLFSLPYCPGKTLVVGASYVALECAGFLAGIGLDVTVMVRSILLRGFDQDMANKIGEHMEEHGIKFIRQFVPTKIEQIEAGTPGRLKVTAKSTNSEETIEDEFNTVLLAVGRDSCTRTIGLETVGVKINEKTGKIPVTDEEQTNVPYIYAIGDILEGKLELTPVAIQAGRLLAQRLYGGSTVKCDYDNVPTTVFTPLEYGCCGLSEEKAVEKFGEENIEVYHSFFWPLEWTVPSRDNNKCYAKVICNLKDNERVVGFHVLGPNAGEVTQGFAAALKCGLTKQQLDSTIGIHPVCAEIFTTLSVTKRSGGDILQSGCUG
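Rat TrxR1 (90 nM in the dispensed reagent) was pre-reduced with 400 uM NADPH for 5 min at room temperature, then incubated with compound for 15 min. After 400 uM selenite was added, NADPH fluorescence (Ex 340/Em 450 nm) was followed for 8 min.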
JMJD2A Tudor inh – inhibitors of human JMJD2A Tudor domain | O75164 | AlphaScreen JMJD2A-Tudor / H3K4me3 peptide binding | Potency, µM (series often up to 114 µM), without a hit: at the highest dose activity change, negative = inhibition, hits mostly inhibitors | actives 4.4% (n = 390,000) | AID 504339; also: % is scaled to controls: 0 for no effect and ±100 for the full control effect; nearly all actives have a fitted effect of over 50% in size
PGK inhibitor – T. brucei PGK inhibition; P07378; PGK/GAPDH coupled, Kinase-Glo luminescence, 60 min; Potency, µM (series often up to 57.5 µM), without a hit: at the highest dose activity change, negative = inhibition, hits mostly inhibitors; actives 0.043% (n = 380,000); AID 602233; also: % is scaled to controls: 0 for no effect and ±100 for the full control effect; nearly all actives have a fitted effect of over 60% in size
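Luminescent ATP detection (Kinase-Glo Plus) follows a 60-minute room-temperature incubation, with wells lacking PGK as controls. Buffer: 100 mM TEA (pH 7.6), 5 mM MgCl2, 0.01% Tween-20. Coupling enzyme GAPDH (100 nM final) supplies unstable 1,3-BPG in-well.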
ALOX12 inh – inhibitors of human 12S-lipoxygenase ALOX12; P18054; actives 1.1% (n = 580,000); Potency, µM (titrated, usually from 108 µM), inactives show top-dose activity change, negative = inhibition, actives largely listed as inhibitors; purified 12hLO, xylenol orange hydroperoxide absorbance; also: % is scaled to controls: 0 for no effect and ±100 for the full control effect
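Purified human 12hLO at 150 nM in 25 mM Hepes, 0.01% Triton X-100, pH 7.0, preincubated 15 min at room temperature with compound. Reaction started with 40 uM arachidonic acid, 30 min at room temperature. Hydroperoxide measured by Fe-xylenol orange, 573/405 nm absorbance ratio.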
Starred values were filed as active, the others as inactive; i = inactive; ? = inconclusive; . = no result given; [ ] = remark or other dose. Unless noted, calls follow the shape of the dose curve; as a rule, active = well fitted curve in the direction sought with a large enough effect; inconclusive = small, poorly fitted or top-dose-only effect, or another doubt; inactive = no such curve, though single readings can be large; an effect the other way counts as inactive or inconclusive. Potency is read from the fitted curve at half-maximal effect. An excerpt; rates above refer to the full screens.

1	CCC(=O)Nc1ccc(/C(C)=N/NC(=O)c2c(-c3ccccc3Cl)noc2C)cc1
2	COCCC(=O)N1CCC(Oc2ccc(C(=O)N3CCCCC3CCO)cc2)CC1 (configuration not stated)
3	CCN(Cc1ccccc1)S(=O)(=O)c1nc2nc(C)c(C)c(C)n2n1
4	COC(=O)[C@H](C)[C@H](CC(C)C)NC(=O)[C@H](C)[C@H](CC(C)C)NC(=O)c1ccccn1
5	O=C(Nc1ccccc1)c1oc2ccccc2c1NC(=O)C1CC1

entry no. | 1 | 2 | 3 | 4 | 5
RGS4 inhibitor | -16.6% | -5.2% | 36.1% | -24.2% | -18.7%
JMJD2A Tudor inh | -9.2% | 3.5% | -2.3% | -4.8% | -4.4%
TrxR1 inh | 12.7% | 27.4% | 17.0% | 6.7% | -10.6%
PGK inhibitor | -4.6% | 1.7% | 3.3% | . | -1.3%
ERG Ets-DNA blk | -11.7% | 1.8% | -19.5% | . | -2.8%
HP1b binding inh | 34.2% | 35.2% | 6.8% | 27.6% | 32.3%
Pin1 inh | -1.9% | 2.3% | -11.5% | -2.5% | -4.7%
ALOX12 inh | -17.3% | i | -19.0% | . | 18.5%
GLS inhibitor | -0.4% | -0.5% | 13.6% | . | -0.6%

Part of the list above, tab-delimited.
No.	Structure	RGS4 inhibitor	JMJD2A Tudor inh	TrxR1 inh	PGK inhibitor	ERG Ets-DNA blk	HP1b binding inh	Pin1 inh	ALOX12 inh	GLS inhibitor
1	CCC(=O)Nc1ccc(/C(C)=N/NC(=O)c2c(-c3ccccc3Cl)noc2C)cc1	-16.6%	-9.2%	12.7%	-4.6%	-11.7%	34.2%	-1.9%	-17.3%	-0.4%
2	COCCC(=O)N1CCC(Oc2ccc(C(=O)N3CCCCC3CCO)cc2)CC1 (configuration not stated)	-5.2%	3.5%	27.4%	1.7%	1.8%	35.2%	2.3%	i	-0.5%
3	CCN(Cc1ccccc1)S(=O)(=O)c1nc2nc(C)c(C)c(C)n2n1	36.1%	-2.3%	17.0%	3.3%	-19.5%	6.8%	-11.5%	-19.0%	13.6%
4	COC(=O)[C@H](C)[C@H](CC(C)C)NC(=O)[C@H](C)[C@H](CC(C)C)NC(=O)c1ccccn1	-24.2%	-4.8%	6.7%	.	.	27.6%	-2.5%	.	.

(list continues)
6	Cc1ccc(NC(=O)CSc2nc3ccccc3c3nc(CCn4cncc4C)nn23)cc1F
7	CN(C)CCOC1(Cc2ccc(F)cc2)CCC(C(C)(C)C)CC1 (configuration not stated)
8	CCCS(=O)(=O)Nc1ccc(N2CCCCC2)c(S(=O)(=O)Nc2ccccc2OC)c1
9	OC1CCCN(c2c3c(nc4cc(-c5cccc(F)c5)nn24)CCCC3)C1 (configuration not stated)
10	CCOc1ccc2ncc3c(-c4cccc(OC)c4)nn(-c4ccccc4)c3c2c1

entry no. | 6 | 7 | 8 | 9 | 10
RGS4 inhibitor | -9.5% | 11.8% | ? | -18.4% | -2.1%
JMJD2A Tudor inh | ? | -29.2% | -25.5% | 15.2% | -31.3%
TrxR1 inh | 11.5%[57.1 µM] | 8.0%[11.4 µM] | -11.1% | 116.2% | -11.5%
PGK inhibitor | 4.3% | 2.4% | -4.4% | -2.3% | 5.4%
ERG Ets-DNA blk | -3.6% | 2.8% | 2.8% | 6.4% | 7.7%
HP1b binding inh | 41.4% | -3.5% | -23.7% | 56.3%[activator] | 19.2%
Pin1 inh | 3.0% | -1.3% | 15.2% | 6.4% | 1.7%
ALOX12 inh | -5.2% | -9.8% | 31.6µM* | -1.6% | -22.3%
GLS inhibitor | ? | 3.0% | 21.8% | 8.1% | 9.5%

11	CN(C(=S)NC(=O)c1ccccc1)C1CCCCC1
12	COc1ccc(CCc2nc(-c3cccs3)no2)cc1
13	Cc1ccc2c(c1)cc(CN(Cc1ccco1)C(=O)COc1ccccc1)c1nnnn12
14	O=C(Nc1nnc(SCC(=O)N2CCCCC2)s1)c1ccccc1F
15	COC(=O)c1ccc(NC(=O)c2ccccc2CC[N+](=O)[O-])cc1

entry no. | 11 | 12 | 13 | 14 | 15
RGS4 inhibitor | -3.4% | -25.9% | -20.3%[56.9 µM] | 8.2% | 11.0%
JMJD2A Tudor inh | -9.6% | 185.6%[activator] | -32.1%[57.1 µM] | -14.5% | -18.6%
TrxR1 inh | 16.8% | 33.8% | 5.8% | -1.6% | 1.4%[57.1 µM]
PGK inhibitor | 2.5% | -3.4% | 1.2% | -5.9% | i
ERG Ets-DNA blk | -18.1% | 1.0% | -1.6% | 12.4% | -1.9%
HP1b binding inh | 17.1% | 314.1%[activator] | ? | 28.9% | 23.3%
Pin1 inh | -1.6% | -7.9% | 11.8% | 0.6% | -1.9%
ALOX12 inh | 39.8% | 27.2% | 3.6% | 4.6% | 1.7%
GLS inhibitor | 7.6% | -0.5% | 0.5% | 6.4% | 1.9%

16	COc1ccc(CCNC(=O)c2ccc3c(c2)CCN3S(=O)(=O)c2ccc(C)cc2)cc1
17	COc1ccc(NC(=O)CCc2nnc3n(CC(C)C)c(=O)c4ccccc4n23)cc1
18	CCCCn1c(N)c(N(CCOC)C(=O)CCc2ccc(OC)cc2)c(=O)[nH]c1=O
19	COc1cccc(Cn2c(-c3nonc3N)nc3ccccc32)c1
20	CCN1C(=O)c2ccccc2S(=O)(=O)c2ccc(C(=O)NCc3ccccc3OC)cc21

entry no. | 16 | 17 | 18 | 19 | 20
RGS4 inhibitor | -6.4% | 0.7% | 1.5% | 19.1% | -24.7%
JMJD2A Tudor inh | -14.5% | -16.0% | -10.6%[57.1 µM] | 5.8% | -26.6%
TrxR1 inh | 23.1% | 22.4% | -1.7% | 27.2%[57.1 µM] | 29.6%
PGK inhibitor | i | -6.4% | -6.9% | 5.4% | -0.5%
ERG Ets-DNA blk | 1.3% | -11.1% | 3.3% | -0.7% | 1.8%
HP1b binding inh | 18.0% | 10.4% | 26.3% | 27.6% | 4.9%
Pin1 inh | 25.1% | -4.2% | -1.3% | 19.0% | 9.5%
ALOX12 inh | -1.2% | -14.7% | 0.5% | 0.0% | -17.3%
GLS inhibitor | -1.8% | -7.5% | 6.9% | 0.6% | -4.4%

21	CCOC(=O)CCc1c(C)c2ccc(OCC(=O)N(CC)CC)c(C)c2oc1=O
22	CCc1cccc(NC(=O)C2CCN(S(=O)(=O)c3ccc4[nH]c(=O)ccc4c3)CC2)c1
23	COCCNC(=O)CN(c1cc(Cl)ccc1OC)S(C)(=O)=O
24	CCOC(=O)CSc1nc2c(cnn2-c2ccc(C)cc2)c(=O)[nH]1

entry no. | 21 | 22 | 23 | 24
RGS4 inhibitor | 36.9% | 5.1% | 21.5% | 12.5%
JMJD2A Tudor inh | -8.3% | -7.0% | -6.7% | -6.1%
TrxR1 inh | -14.5% | 6.2%[57.1 µM] | 0.8% | 1.2%
PGK inhibitor | 10.3% | -0.6% | . | 9.8%
ERG Ets-DNA blk | -3.7% | 7.5% | . | 0.6%
HP1b binding inh | 14.2% | 34.7% | 24.8% | 57.4%[activator]
Pin1 inh | -1.2% | 4.6% | -2.9% | -4.3%
ALOX12 inh | 16.3% | 28.2% | 8.4% | -9.5%
GLS inhibitor | 3.1% | 2.9% | 0.1% | 8.1%

Screening results as filed in PubChem BioAssay.
